Screens: PubChem BioAssay, The Scripps Research Institute Molecular Screening Center
GPR151 ag = activators of human GPR151, primary screen, cell-based, PathHunter beta-arrestin, luminescence | G-protein coupled receptor 151 (Homo sapiens), Q8TDV0 | 650,000 compounds, 1% hits | PathHunter beta-arrestin GPR151 cells | activation, % at 11.2 µM; in the data active = activation above about 4.9%;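 also: 0% = median of compound wells and 100% = cells with positive control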
Target sequence (Q8TDV0 whole entry, looked up): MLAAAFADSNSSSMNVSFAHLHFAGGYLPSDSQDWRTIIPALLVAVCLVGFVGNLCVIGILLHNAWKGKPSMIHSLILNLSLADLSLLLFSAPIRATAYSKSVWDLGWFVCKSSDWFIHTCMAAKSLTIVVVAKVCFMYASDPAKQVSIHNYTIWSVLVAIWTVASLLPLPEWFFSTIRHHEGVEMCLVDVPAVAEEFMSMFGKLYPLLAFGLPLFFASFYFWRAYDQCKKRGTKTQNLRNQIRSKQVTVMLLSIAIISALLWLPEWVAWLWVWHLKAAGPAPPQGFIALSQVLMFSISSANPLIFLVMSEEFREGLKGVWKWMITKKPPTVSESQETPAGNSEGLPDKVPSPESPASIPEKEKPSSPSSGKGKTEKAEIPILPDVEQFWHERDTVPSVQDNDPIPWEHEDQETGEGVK
FBW7 act = FBW7 E3 ligase activators, primary screen, biochemical, AlphaScreen, human. F-box/WD repeat-containing protein 7 (Homo sapiens), Q969H0. AlphaScreen FBW7–phospho-cyclin E peptide binding, activator screen. normalized activity (activation), % at 26.1 µM. 650,000 compounds, 0.13% hits. AID 1259310, 2017; in the data active = normalized activity above about 1.9%;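 also: purified mutant Fbw7 with reduced substrate affinity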
TEAD-YAP inh = TEAD-YAP interaction inhibition, primary screen, TEAD-YAP interaction inhibitor project, luminescence, HEK-TIYL cells. 640,000 compounds, 1.4% hits. TEAD-Gal4/YAP UAS-luciferase luminescence. inhibition, % at 9.12 µM; in the data active = inhibition above about 32%;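 also: 0% = median of test compound wells and 100% = reference inhibitor wells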
MITF inh = MITF inhibitors, primary screen, biochemical, AlphaScreen, human | Microphthalmia-associated transcription factor (Homo sapiens), O75030 | AlphaScreen MITF homodimerization, bead proximity signal | inhibition, % at 2.6 µM | 650,000 compounds, 0.91% hits; in the data active = inhibition above about 50%;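 also: 0% = vehicle wells with protein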
Target sequence (O75030 whole entry, looked up): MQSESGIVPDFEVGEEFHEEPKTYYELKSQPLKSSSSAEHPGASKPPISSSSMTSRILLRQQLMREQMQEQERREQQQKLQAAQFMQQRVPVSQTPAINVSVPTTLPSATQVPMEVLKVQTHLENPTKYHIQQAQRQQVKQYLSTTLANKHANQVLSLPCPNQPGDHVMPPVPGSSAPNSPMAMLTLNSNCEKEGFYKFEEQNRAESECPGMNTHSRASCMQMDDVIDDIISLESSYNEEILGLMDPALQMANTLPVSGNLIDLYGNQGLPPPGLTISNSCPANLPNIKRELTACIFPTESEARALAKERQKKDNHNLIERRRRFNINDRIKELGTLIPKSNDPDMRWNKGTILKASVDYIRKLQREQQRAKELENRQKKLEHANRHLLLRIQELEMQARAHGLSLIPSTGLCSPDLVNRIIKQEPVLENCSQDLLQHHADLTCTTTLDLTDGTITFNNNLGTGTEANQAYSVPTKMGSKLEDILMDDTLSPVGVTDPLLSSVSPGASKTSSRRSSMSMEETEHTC
* = called active by the depositor; & = joins results of further samples.

SMILES	GPR151 ag	FBW7 act	TEAD-YAP inh	MITF inh
CCOc1cccc2c1OC(c1ccc(C(=O)OC)cc1)N1N=C(c3ccc(C)o3)CC21 (configuration not stated)	-1.1	0.0	-27	-1
CCOC(=O)C1=C(C)N(C)C(=S)NC1c1ccc(OC)c(OC)c1 (configuration not stated)	-0.2	0.1	-10	-14
O=C1CSC(c2ccc(Cl)cc2)N1 (configuration not stated)	0.0	-0.1	-3	-4
COc1cccc(-c2nn(-c3ccccc3)cc2C(=O)N2CCOCC2)c1	-0.7	-0.1	-17	4
O=S(=O)(c1ccc(Cl)c(Cl)c1)N1CCOCC1	-0.2	0.1	-7	4
O=C1CC2CS(=O)(=O)CC2N1c1ccc(OC(F)(F)F)cc1 (configuration not stated)	0.7	0.1	-3	12
CCc1ccc(C2=NN(CCC(=O)NCc3ccc(C)cc3)C(=O)CC2)cc1	0.4	-0.1	-4	6
Cc1ccc(-n2nnnc2SC2CCCCC2=O)cc1 (configuration not stated)	-0.6	0.3	-16	22
O=C(NC[n+]1ccccc1)c1ccc(Cl)cc1	0.0	0.1	7	6
Cc1ccc(S(=O)(=O)NCCC(=O)NC2CCCCCC2)cc1	1.1	0.5	3	4
CC(C)c1ccc(NC(=O)c2cc(S(=O)(=O)N3CCCCC3)ccc2F)cc1	-1.6	0.3	-7	15
Cc1cc2c(s1)c1cnn(CC(=O)N3CCCC(C)C3)c(=O)c1n2C (configuration not stated)	-0.5	0.1	3	14
CC(C)(C)C(=O)N1CCN(c2cc(N3CCOCC3)c(F)cc2[N+](=O)[O-])CC1	0.4	-0.1	1	7
CC(C)(C)NC(=O)C(=O)NCC1CCCO1 (configuration not stated)	1.1	0.0	-5	-2
O=C(c1cc2nc(-c3ccco3)cc(C(F)(F)Cl)n2n1)N1CCOCC1	0.6	0.0	5	3
COc1cccc(/C=N/NC(=O)c2cc(-c3ccc(C)o3)[nH]n2)c1	4.0	-0.1	30	11
O=C(Nc1ccc(N2CCCCC2)cc1)c1ccncc1	0.2	0.2	-36	-5
CC12CS(=O)(=O)CC1SC(=S)N2c1cccc(O)c1 (configuration not stated)	-0.3	0.1	-10	11
CCOc1ccc(/C=C2/C(=O)NC(=O)N(c3ccc(OCC)cc3)C2=O)cc1	-2.0	0.2	2	17
Nc1ccc(C(=O)NC2CC2)cc1[N+](=O)[O-]	3.1	0.0	2	-13
Cc1ccc2cc3c(nc2n1)CCN(S(=O)(=O)c1cccc(S(C)(=O)=O)c1)C3	-1.5	0.0	10	10
Clc1ccccc1N1CCN(Cc2ccco2)CC1	-0.5	0.0	0	2
COc1ccc([N+](=O)[O-])cc1CSc1nc2ccc(NC(=O)c3cccc(C)c3)cc2s1	0.6	-0.1	-6	-1
Cc1ccccc1NC(=S)NC(NC(=O)N(C)C)C(Cl)(Cl)Cl (configuration not stated)	-1.1&-0.9	0.1&0.1	13&-1	10&28
CCCCN(C)S(=O)(=O)c1ccc(C(=O)Nc2ccc(C(=O)OC)cc2)cc1	2.7	0.2	2	13
C[C@@H](C(=O)N1CCN(c2ccccc2)CC1)N1C(=O)C2CC=CCC2C1=O (some centres not stated)	-1.0	0.2	-3	-4
O=C(Nc1ccccc1I)c1cccc(F)c1	-0.3	0.0	-6	12
Cc1nnc(NC(=O)Cn2cnc3ccccc3c2=O)s1	1.6	-0.1	-2	-5
CC(C)[C@H](Cn1nc(C2CC2)ccc1=O)NC(=O)C1CCC1	0.9	1.5	8	-4
CCOc1ccc2ccccc2c1/C=N\NC(=O)c1ccc(N)cc1	0.7	0.2	-2	15
N#CCOC(=O)c1c2ccccc2cc2ccccc12	-0.2	0.3	6	-3
CCCNc1ccnc(-c2ccc(N3CCOCC3)nc2)n1	-0.7	0.0	-8	-1
Cn1c(=S)[nH]c2scc(-c3cccs3)c2c1=O	-1.4	0.6	-6	5
O=C(NC(Cc1c[nH]c2ccccc12)c1nnc2n1CCC2)c1ccccc1Cl (configuration not stated)	-1.2	-0.1	4	-7
CC1CCc2c(sc(NC(=O)c3ccccc3F)c2C(=O)NCc2ccccc2)C1 (configuration not stated)	-0.6	0.0	-7	-12
COc1cccc2cc(C(=O)NCc3ccccc3Cl)c(=O)oc12	0.6	-0.1	-5	8
Cc1cccc(CN2CCN(Cc3ccccc3C(F)(F)F)CC2)c1	-1.4	0.0	4	76*
CCCCNC(=O)c1cc([N+](=O)[O-])c(C)c([N+](=O)[O-])c1	0.8	-0.1	1	-10
Cc1cc(C(=O)N/N=C2\CC(=O)CC(C)(C)C2)c(C)o1	-0.6	0.0	-1	12
CSCCC(NC(=O)/C(=C\c1ccc([N+](=O)[O-])cc1)NC(=O)c1ccco1)C(=O)O (configuration not stated)	-0.8	0.0	0	-4
CCOc1cc(/C=N/Nc2nncc(=O)[nH]2)ccc1O	-0.3	0.2	17	33
C=CCN1C(=O)/C(=C\c2ccc(SC)cc2)C(=O)NC1=S	0.3	-0.1	-7	2
O=C1CCCN1CCCNc1nc(NC2CCN(Cc3ccccc3)CC2)nc2c1ncn2CCN1CCCC1=O	0.6	-0.1	2	-2
COc1ccc(S(=O)(=O)N2CCCc3cc(NC(=O)c4cccc(OC)c4)ccc32)cc1	2.7	-0.1	14	-3
COc1ccc(CN(C)CC(=O)c2c(C)[nH]c3ccccc23)cc1OC	-2.3	0.0	-5	17
CCC(C(=O)N1CCC(n2nnc3ccccc3c2=O)CC1)c1ccccc1 (configuration not stated)	0.4	-0.1	3	10
COc1ccccc1N1CCN(C2CCCN(S(=O)(=O)Cc3ccccc3)C2)CC1 (configuration not stated)	2.2	-0.1	2	0
CCOc1ccc(NS(=O)(=O)c2ccc(NS(=O)(=O)c3ccc(C)cc3)cc2)cc1	1.0	-0.1	1	-7
Cc1ccccc1NC(=S)N(CCCN1CCOCC1)Cc1cccs1	-1.4	0.5	11	13
CCCC1(CCC)NC(=O)N(CC(=O)Nc2cc(C)on2)C1=O	-0.1	-0.2	7	-3
O=C(N/C(=C\c1cccc([N+](=O)[O-])c1)C(=O)N1CCOCC1)c1ccco1	6.9*	-0.1	4	6
COc1ccc(S(=O)(=O)N(C)c2ccc(C(=O)O)cc2)cc1	-2.5	0.9	5	17
O=C(NC1CCCCC1)O/N=C\c1ccc(F)cc1	-1.7	0.0	-46	-20
O=C(O)CC1(CC(=O)NCc2cccc(Cl)c2)CCCCC1	0.2	0.1	6	10
Cc1ccc(NC(=O)N(CCCO)Cc2cc3cc4c(cc3[nH]c2=O)OCCO4)cc1	-0.4	0.1	-27	10
O=C(c1cccnc1)N(c1ccc2oc(=O)sc2c1)S(=O)(=O)c1ccccc1	-1.1	-0.1	7	9
CC(=O)Nc1cccc(N(C)S(C)(=O)=O)c1	0.3	-0.2	1	-9
O=S(=O)(NCc1cccnc1)c1cccc2cccnc12	0.3	-0.2	7	-4
c1ccc(CC2NCCc3c2[nH]c2ccccc32)cc1 (configuration not stated)	0.3	0.0	-31	4
Cc1ccccc1OCC(=O)Nc1ccc2c(c1)OCCO2	0.2	0.1	-54	8
Going on with the list.
SMILES	GPR151 ag	FBW7 act	TEAD-YAP inh	MITF inh
N#C/C(=C\c1ccc(N2CCOCC2)o1)C(=O)Nc1cccc(Cl)c1	0.6	-0.1	-41	2
CCc1ccc(-n2c(=S)sc3c(=O)n(-c4ccc(F)cc4)c(SCC(=O)Nc4cc(C)on4)nc32)cc1	0.3	0.8	-3	2
Nc1nc(SCC(=O)NCCCO)nc2sc3c(c12)CCC3	-0.2	0.0	2	11
O=C(Nc1ccc(S(=O)(=O)N2CCC(c3nc4ccccc4[nH]3)CC2)cc1)c1c(F)cccc1F	2.1	0.0	-12	1
N#CC1=C(N)N(c2sc3c(c2C#N)CCCCC3)C2=C(C(=O)CCC2)C1c1ccc(Br)s1 (configuration not stated)	0.6	-0.2	-23	11
C=C(C)CN(CC)C(=O)CC1(c2ccccc2C)CC(=O)N(Cc2cccnc2)C1=O (configuration not stated)	-0.5	0.3	-2	8
CCn1cc(SCC(=O)Nc2ccccc2C(F)(F)F)c2ccccc21	-1.6	0.0	0	-6
O=C(COC(=O)c1cc([N+](=O)[O-])ccc1NCCO)Nc1ccc(OC(F)(F)F)cc1	0.0	0.5	17	8
COc1cccc(C(=O)Nn2c(-c3ccncc3)nc3ccccc3c2=O)c1	0.3	-0.1	7	8
CCNc1nc(NC(C)C)nc(SCCOc2ccccc2)n1	0.8	-0.1	10	10
Clc1ccc(CNc2nc3ccccc3c3nc(-c4ccncc4)nn23)cc1	-0.5	0.2	-7	4
COc1ccc(/C=N/Nc2nc(OC)nc(N3CCOCC3)n2)cc1	0.0	0.0	-16	7
CCN1CCN(CC(=O)Nc2ncc(C)s2)CC1	-0.6	0.0	-8	-3
CCC(C(=O)Nc1cccc2nc(C)ccc12)c1ccccc1 (configuration not stated)	-1.6	-0.1	10	-2
C=CCn1c2ccccc2c2n[nH]c(=S)nc21	1.3	0.0	13	6
Cc1ccc(NC2CC(=O)N(C3CCCCC3)C2=O)cc1 (configuration not stated)	-0.5	0.1	-1	12
CCCc1cc(=O)[nH]c2nnc(SCC(=O)Nc3cc(OC)ccc3OC)n12	-0.5	0.1	0	11
Cc1ccc(NC(=O)c2ccc3c(=O)n(CC4CCCO4)c(=S)[nH]c3c2)cc1F (configuration not stated)	0.6	-0.1	0	16
CCOc1cccc(C2CC(c3ccc(OC)cc3)=NC(c3ccc(Cl)cc3Cl)N2)c1O (configuration not stated)	-0.4	-0.1	-26	-11
CC1(C)OC2C(C(=O)O)OC(n3cnc4c(N)ncnc43)C2O1 (configuration not stated)	0.9	-0.4	7	-19
CCOc1cc(C2C(C#N)=C(N)Oc3c2c(C)nn3-c2cccc(Cl)c2)ccc1O (configuration not stated)	-1.5	-0.4	10	19
CC(C)(C)c1ccc(C(=O)Nc2cc(C(=O)Nc3ccccc3F)ccc2N2CC3CC(C2)c2cccc(=O)n2C3)cc1 (configuration not stated)	-1.2	0.3	-6	-6
O=c1[nH]ncc(N2CCCCC2)c1Cl	-1.4	0.0	0	-5
CC1CCCN(c2c([N+](=O)[O-])c(=O)oc3ccccc23)C1 (configuration not stated)	-2.9	-0.1	11	10
CCCOc1ccc(-c2ccc(-c3nc(CCC)no3)cc2)cc1	0.0	0.0	7	3
CCOC(=O)c1ccccc1NC(=O)COc1ccc(-c2nnc(C)o2)cc1	0.2	0.1	-2	1
CCN(CC)C(=O)COc1ccc2c(C(F)(F)F)cc(=O)oc2c1C	1.0	0.0	7	-3
COc1ccc(CCNC(=O)CCn2c(SCC#N)nc3ccccc3c2=O)cc1OC	-0.4	0.0	-7	-6
COC(=O)COc1ccc(C)cc1C(C)=O	1.8	0.2	-5	-3
Oc1ccc(CCNc2ccnc(N3CCN(Cc4ccc5c(c4)OCO5)CC3)n2)cc1	0.0	-0.3	8	6
COc1ccccc1N1CCN(C(=O)c2ccc([N+](=O)[O-])c(C)c2)CC1	-0.8	0.1	0	2
Cc1cccc(-c2nc3c(c(SCC(N)=O)n2)CCCC3)c1	-0.3	0.5	3	8
CCOC(=O)NN1C(=O)c2ccccc2NC1c1ccc(OC)cc1OC (configuration not stated)	-0.9	0.1	-2	12
CCSCCOC(=O)C1=C(C)NC2=C(C(=O)CCC2)C1c1ccccc1OC(C)C (configuration not stated)	0.0	0.0	1	-5
COc1ccc2[nH]c(C)c(CCNS(=O)(=O)c3cc(Cl)ccc3OC)c2c1	0.9	0.0	-5	4
COc1cc(OC)cc(C(=O)Nc2cccc3nsnc23)c1	1.2	0.2	6	-15
CC(=O)c1cccc(NC(=O)CN(C2CCCCC2)S(=O)(=O)c2ccc(F)cc2)c1	0.9	0.1	1	-10

A different layout for part of the listing above:
Every second line gives: GPR151 ag	FBW7 act	TEAD-YAP inh	MITF inh
CC1CCCN(c2c([N+](=O)[O-])c(=O)oc3ccccc23)C1 (configuration not stated)
→ -2.9	-0.1	11	10
CCCOc1ccc(-c2ccc(-c3nc(CCC)no3)cc2)cc1
→ 0.0	0.0	7	3
CCOC(=O)c1ccccc1NC(=O)COc1ccc(-c2nnc(C)o2)cc1
→ 0.2	0.1	-2	1
CCN(CC)C(=O)COc1ccc2c(C(F)(F)F)cc(=O)oc2c1C
→ 1.0	0.0	7	-3
COc1ccc(CCNC(=O)CCn2c(SCC#N)nc3ccccc3c2=O)cc1OC
→ -0.4	0.0	-7	-6
COC(=O)COc1ccc(C)cc1C(C)=O
→ 1.8	0.2	-5	-3
Oc1ccc(CCNc2ccnc(N3CCN(Cc4ccc5c(c4)OCO5)CC3)n2)cc1
→ 0.0	-0.3	8	6
COc1ccccc1N1CCN(C(=O)c2ccc([N+](=O)[O-])c(C)c2)CC1
→ -0.8	0.1	0	2
Cc1cccc(-c2nc3c(c(SCC(N)=O)n2)CCCC3)c1
→ -0.3	0.5	3	8
CCOC(=O)NN1C(=O)c2ccccc2NC1c1ccc(OC)cc1OC (configuration not stated)
→ -0.9	0.1	-2	12
CCSCCOC(=O)C1=C(C)NC2=C(C(=O)CCC2)C1c1ccccc1OC(C)C (configuration not stated)
→ 0.0	0.0	1	-5
COc1ccc2[nH]c(C)c(CCNS(=O)(=O)c3cc(Cl)ccc3OC)c2c1
→ 0.9	0.0	-5	4
COc1cc(OC)cc(C(=O)Nc2cccc3nsnc23)c1
→ 1.2	0.2	6	-15
CC(=O)c1cccc(NC(=O)CN(C2CCCCC2)S(=O)(=O)c2ccc(F)cc2)c1
→ 0.9	0.1	1	-10
